FBW7 activator: human FBW7 E3 ligase activation, primary screen. Q969H0. AlphaScreen FBW7–phospho-cyclin E peptide binding, activator screen. normalized activity (activation), % at 26.1 µM. 650,000 compounds, 0.13% hits. AID 1259310; in the data active = normalized activity above about 1.9%;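 note: purified mutant Fbw7 with reduced substrate affinity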
GPR151 ag: activators of human GPR151; PathHunter beta-arrestin GPR151 cells, luminescence; activation, % at 11.2 µM; 650,000 compounds, 1% hits; AID 1508602; in the data active = activation above about 4.9%;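 note: 0% = median of compound wells and 100% = cells with positive control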
Target sequence (Q8TDV0 whole entry, looked up): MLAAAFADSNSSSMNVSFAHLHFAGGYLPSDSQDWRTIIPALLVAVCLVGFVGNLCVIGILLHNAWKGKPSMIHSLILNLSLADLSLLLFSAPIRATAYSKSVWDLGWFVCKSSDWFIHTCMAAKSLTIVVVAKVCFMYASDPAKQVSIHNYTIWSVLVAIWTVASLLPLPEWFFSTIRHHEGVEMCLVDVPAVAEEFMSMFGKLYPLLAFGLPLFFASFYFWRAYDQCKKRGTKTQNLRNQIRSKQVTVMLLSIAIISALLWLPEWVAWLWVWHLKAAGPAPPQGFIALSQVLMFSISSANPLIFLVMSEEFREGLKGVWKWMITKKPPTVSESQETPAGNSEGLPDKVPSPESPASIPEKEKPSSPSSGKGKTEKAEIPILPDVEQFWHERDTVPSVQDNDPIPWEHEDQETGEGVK
TEAD-YAP inh: TEAD-YAP interaction inhibition; HEK-TIYL cells, TEAD-Gal4/YAP UAS-luciferase luminescence; inhibition, % at 9.12 µM; 640,000 compounds, 1.4% hits; in the data active = inhibition above about 32%;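 note: 0% = median of test compound wells and 100% = reference inhibitor wells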
MITF primary: human MITF inhibition, primary screen; O75030; AlphaScreen MITF homodimerization, bead proximity signal; 650,000 compounds, 0.91% hits; AID 1259374; inhibition, % at 2.6 µM; in the data active = inhibition above about 50%;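 note: 0% = vehicle wells with protein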
Target sequence (O75030 whole entry, looked up): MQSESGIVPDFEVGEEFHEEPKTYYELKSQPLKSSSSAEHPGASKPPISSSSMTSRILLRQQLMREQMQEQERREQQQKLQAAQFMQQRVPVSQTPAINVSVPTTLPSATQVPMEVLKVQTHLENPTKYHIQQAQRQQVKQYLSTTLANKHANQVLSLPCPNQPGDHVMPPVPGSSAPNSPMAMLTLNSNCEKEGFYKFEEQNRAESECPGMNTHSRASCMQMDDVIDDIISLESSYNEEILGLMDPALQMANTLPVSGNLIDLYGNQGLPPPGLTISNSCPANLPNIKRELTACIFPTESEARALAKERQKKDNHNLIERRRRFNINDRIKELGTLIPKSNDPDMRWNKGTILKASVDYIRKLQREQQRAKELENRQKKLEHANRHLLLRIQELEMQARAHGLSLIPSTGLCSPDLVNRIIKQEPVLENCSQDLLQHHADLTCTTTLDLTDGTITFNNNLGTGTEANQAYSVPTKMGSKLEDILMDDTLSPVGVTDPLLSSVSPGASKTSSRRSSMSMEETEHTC
Numbers without * were called inactive.

Compound,FBW7 activator,GPR151 ag,TEAD-YAP inh,MITF primary
CCc1cc(C(O)(C(F)(F)F)C(F)(F)F)c(O)c(C(O)(C(F)(F)F)C(F)(F)F)c1,-0.1,0.7,14.1,4.4
O=C(Nc1ccc(S(=O)(=O)Nc2ccccn2)cc1)c1cc2ccccc2oc1=O,0.2,0.8,1.5,12.0
Cc1cc2c(Nc3cccc(F)c3)ncnc2s1,0.1,0.5,-3.0,12.5
CC(C)N1C(=O)C2ON(c3ccc(Cl)cc3)C(c3cccc([N+](=O)[O-])c3)C2C1=O (stereo not given),0.2,-0.9,8.3,9.3
CCc1ccc(C2C(C(C)=O)=C(O)C(=O)N2c2ccc(OCC(=O)O)cc2)cc1 (stereo not given),0.0,-0.3,2.1,-4.7
CC1(C)CC(=O)c2c(oc3ccc(NS(=O)(=O)c4ccc5ccccc5c4)cc23)C1,0.0,0.4,-7.7,-6.9
C=C(C)CN(CC)C(=O)CC1C(=O)NCCN1Cc1ccccc1C (stereo not given),0.0,0.6,0.6,-8.4
CC(C)n1cnc2c(NCCCN3CCCC3=O)nc(Nc3nccc4ccccc34)nc21,0.0,0.6,3.7,-6.4
COC(=O)C(C)N1C(=O)S/C(=C/c2ccc(N3CCOCC3)o2)C1=O (stereo not given),-0.1,0.0,-9.5,-18.2
Cc1sc(NC(=O)c2cccnc2)c(C(N)=O)c1C,0.8,-0.6,1.5,-1.5
COc1ccc2c(c1)CC(C(=O)Nc1ccc(-c3cn[nH]c3)cc1OCCN1CCN(S(C)(=O)=O)CC1)CO2 (stereo not given),0.2,-0.5,10.8,-6.8
CN1C(=O)NC(=O)/C(=C/c2ccc(-c3ccc(Cl)c(Cl)c3)o2)C1=O,-0.3,0.3,-3.5,6.5
CCOc1ccc(CC(=O)Nc2ccccc2)cc1OCC,-0.1,-0.8,-11.6,-6.6
O=C(Nc1ccc(Cl)cc1Cl)c1cccc(-n2cnnn2)c1,1.1,1.2,0.9,-15.5
CCC(=O)Nc1ccc(-c2nc3ncccc3o2)cc1C,0.0,-0.7,-17.0,-1.2
Cc1cc(NC(=O)CC#N)n(-c2nc3ccccc3[nH]2)n1,0.0,-1.9,-3.7,11.3
O=C(O)CCCC(=O)Nc1cccc([N+](=O)[O-])c1,0.1,2.9,3.4,16.7
COc1ccccc1C1(O)CCN(C(=O)C(C)C)CC1,1.1,-0.6,10.6,23.3
O=C(CNC1CCCC1)Nc1ccc(N2CCCCCC2)cc1,0.0,0.4,-3.5,24.4
CC(NC(=O)COc1ccc(Br)cc1Cl)c1ccncc1 (stereo not given),0.1,-1.2,10.8,5.2
Cc1nnc(N/N=C/c2cc(Cl)cc(Cl)c2OCc2ccccc2)n1N,-0.8,-0.3,13.5,-2.5
CCC(C)(C)C1CCc2c(sc(NC(=O)c3cc(Cl)ccc3OC)c2C(N)=O)C1 (stereo not given),-0.1,0.6,3.6,-3.3
CCCCCSc1nc2c(c(=O)[nH]c(=O)n2C)n1Cc1cccc(Br)c1,-0.1,1.1,-1.9,-7.0
CN(CCc1ccccn1)S(=O)(=O)c1ccc(F)cc1,0.0,1.3,-2.5,75.3*
CCSCCOC(=O)C1=C(C)NC2=C(C(=O)CC(c3ccccc3)C2)C1c1ccccc1OC (stereo not given),0.8,-0.1,8.6,-8.5
CCOC(=O)c1c(NC(=O)c2ccc(OC)cc2OC)sc2c1CC(C)(C)NC2(C)C,0.1,5.6*,-2.1,-1.8
O=C(c1ccccc1)c1c[nH]c2c(F)cc(F)cc2c1=O,-0.2,-0.5,0.3,0.3
COc1cccc(NC(=O)N2CCCC(c3nc4ccccc4[nH]3)C2)c1 (stereo not given),0.0,0.2,14.3,8.4
Cc1nn(-c2ccccc2)c(N)c1C(O)(CC(=O)C(F)(F)F)C(F)(F)F (stereo not given),-0.1,3.1,0.5,-7.1
COc1cc(CN2CCc3nnc(C(C)NC(=O)C4CC4)n3CC2)cc(OC)c1 (stereo not given),-0.1,0.1,-0.1,13.4
CN1C(=O)CSc2ccc(NC(=O)Nc3ccccn3)cc21,0.0,-0.6,-5.3,9.6
C/C(=C/c1ccccc1)C(=O)N1CCN(Cc2ccccc2)CC1,0.1,-0.8,-1.9,-5.3
FC(F)(F)c1cccc(/C=N/Nc2nc3ccccc3[nH]2)c1,0.6,0.1,-25.3,8.4
N#CCc1nc(-c2ccc3c(c2)Cc2ccccc2-3)cs1,0.1,0.3,-63.6,10.8
Cn1c(=O)c2c(nc(Sc3nc4ccccc4[nH]3)n2Cc2ccc(Cl)cc2Cl)n(C)c1=O,0.0,-2.5,-0.2,7.3
COc1ccc(-n2nc3c(c2NC(=O)c2ccc(Cl)cc2Cl)CS(=O)C3)cc1 (stereo not given),0.0,0.9,2.2,-0.8
Cc1ccc(F)cc1CNC(=O)CC1C(=O)NCCN1C (stereo not given),-0.1,-2.5,-4.2,-7.6
O=C(Nc1ccccc1C(F)(F)F)Oc1ccccc1,0.3,0.5,2.5,9.4
CCOC(=O)c1cnc2c(C)cc(C)cc2c1Nc1ccc(C(=O)OC)cc1,0.0,-0.7,13.3,1.0
CCCN1CC(c2nc3ncc(-c4ccncc4)cc3[nH]2)Cc2ccccc21 (stereo not given),0.0,-1.7,31.7,-1.7
Cc1[nH]n(-c2ccccc2)c(=O)c1C=Nc1ccc(S(=O)(=O)N=C(N)N)cc1,0.2,0.6,7.1,12.0
Cc1cc(C)nc(NNS(=O)(=O)c2ccc(Cl)cc2)n1,-0.1,5.9*,0.3,4.0
Cc1ccc(N2C(=O)CC(Nc3ccc(N(C)C)cc3)C2=O)cc1 (stereo not given),0.2,-0.5,-12.0,0.8
O=C1/C(=C/c2cccnc2)SC(=Nc2ccccc2)N1C1CCCCC1,0.0,0.2,-0.2,1.7
Cc1ccc(-c2nnn(CC(=O)Nc3ccc(-n4cnnn4)cc3)n2)o1,-0.1,-0.4,18.1,1.3
COc1ccc(NC(=O)C2=C(C)NC(=O)NC2c2ccc(OC)c(OC)c2)cc1 (stereo not given),0.8,0.0,-0.3,8.3
OCCN1CCN(C(c2cccs2)c2sc3ncnn3c2O)CC1 (stereo not given),-0.2,-2.0,-1.9,4.7
O=C(CCNS(=O)(=O)c1ccc(Cl)cc1)OCC(=O)C12CC3CC(CC(C3)C1)C2,0.2,0.2,-4.0,4.0
O=C(NCCCN1CCCC1=O)c1ccc2nc(N3CCc4ccccc4C3)sc2c1,-0.3,-2.6,-16.4,4.7
OCCNCc1ccccc1OCc1ccc(F)cc1,0.1,-1.2,-4.7,-2.3
O=C(/C=C/c1ccc([N+](=O)[O-])cc1)Nc1ccc2c(c1)OCCO2,0.0,0.4,24.2,3.2
Cc1ccc(-c2nnc(Nc3ccc4c(c3)OCO4)c3ccccc23)cc1S(=O)(=O)N1CCOCC1,0.0,0.0,3.7,-4.8
O=C(COC(=O)c1ccc2c(c1)C(=O)N(c1cc(C(F)(F)F)ccc1Cl)C2=O)c1ccc(Br)cc1,-0.1,0.3,-0.1,-7.1
O=C1/C(=C\C=C\c2ccc([N+](=O)[O-])cc2)SC(=S)N1NS(=O)(=O)c1ccccc1,1.1,0.5,-9.6,20.6
Cc1ccc2c(c1)N(CC(=O)NCC1CCCO1)C(=O)CO2 (stereo not given),0.5,-1.9,-8.4,23.3
COc1ccc(/C=N/NS(=O)(=O)c2ccccc2)cc1OCc1ccccc1,0.0,-0.4,-1.2,4.4
CCCOC(=O)c1ccc(NC(=O)CCCCC(=O)Nc2ccc(C(=O)OCCC)cc2)cc1,0.7,1.0,2.8,0.0
O=C(CSc1cccc2cccnc12)N/N=C/c1cccnc1,-1.1,-0.7,46.5*,-7.4
O=C(N/N=C/c1cccc(Cl)c1)c1cccs1,0.2,-2.2,-52.8,12.3
CCC(=O)Nc1cccc(C(=O)OCc2cccc([N+](=O)[O-])c2)c1,-0.2,-1.7,-10.2,9.8

Next section:
Compound,FBW7 activator,GPR151 ag,TEAD-YAP inh,MITF primary
O=C(Cc1ccccc1)N/N=C/c1cccc(C(F)(F)F)c1,0.0,2.4,-1.0,6.4
NC(=O)c1cc(-c2csc(NCc3ccccc3)n2)ccc1O,-0.1,-0.2,-3.8,-6.5
Cc1ccc(NC(=O)c2ccc(Cl)cc2)c([N+](=O)[O-])c1,-0.2,0.4,-52.5,4.4
COC(=O)C(NC(=O)c1ccc(C)cc1)(Nc1cc(C)cc(C)n1)C(F)(F)F (stereo not given),-0.1,0.1,-1.4,9.5
COc1ccccc1OCCCn1c(-c2ccc(Cl)cc2)nc2ccccc2c1=O,0.1,1.5,9.0,-3.7
CCOC(=O)C1=C(C)N=c2s/c(=C\c3ccc(OC)c(OCC)c3)c(=O)n2C1c1ccc(OC(C)C)cc1 (stereo not given),0.7,-0.7,3.3,16.8
COC(=O)c1c(N2C(N)=C(C#N)C(c3ccc(F)cc3)C3=C2CC(C)(C)CC3=O)sc2c1CCCCC2 (stereo not given),0.0,-0.3,12.4,4.7
Cc1cccn2c(=O)c3cc(C(=O)NC4CCCCC4)c(=N)n(Cc4ccccc4)c3nc12,0.8,-0.4,0.8,22.5
O=C(NNC(=S)NC(=O)c1cccs1)c1ccncc1,0.0,-1.3,3.7,6.5
Cc1ccccc1NC(C)C(=O)N/N=C/c1cc(Br)ccc1O (stereo not given),0.2,-0.2,21.7,13.2
Cc1cccc(NC(=O)c2ccccc2O)c1C,0.0,0.6,-34.9,-2.9
O=C(NCCc1ccccc1F)c1cc(COc2ccc3ncccc3c2)on1,0.0,0.5,22.5,0.5
COc1ccc(C2C(=O)N(C3CCC(C)CC3)CC(=O)N2Cc2cccs2)cc1OC (stereo not given),-0.1,1.0,-7.4,-2.6
Cn1c(O)c(/C=N/c2sc3c(c2C#N)CCC3)c(=O)n(C)c1=O,0.0,0.0,1.3,-0.2
O=C(O)C1CC(O)CN1S(=O)(=O)c1ccccc1[N+](=O)[O-] (stereo not given),-0.1,-2.1,1.8,-2.2
CCC(C)NC(=O)c1cc2sccc2n1C (stereo not given),0.1,-1.0,-7.0,-1.9
Cc1ccc(C(C)C)cc1S(=O)(=O)N1CCOCC1,-0.1,-0.2,6.5,8.3
CCCOC(=O)CN1C(=O)c2ccc(Br)cc2C1=O,0.1,8.7*,-2.8,-1.4
CCc1ccc(N2C(=O)NC(=O)/C(=C\c3ccc(OCC(=O)O)c(Cl)c3)C2=O)cc1,-0.1,-0.3,-4.8,0.4
Cc1nnc(SCC(=O)NNC(=S)NC(=O)c2cc3ccccc3oc2=O)n1-c1ccccc1,0.0,-0.4,1.1,6.0
COc1ccc(-c2nc(Nc3ccc(Oc4ccccc4)cc3)nc(OC)n2)cn1,-0.1,-0.6,12.6,-2.0
CC(=O)N1CCN(C(=O)C2CC(C(c3ccccc3)c3ccccc3)=NO2)CC1 (stereo not given),0.3,1.4,-30.6,1.1
CN(CC(=O)Nc1ccccc1N1CCOCC1)CC(=O)Nc1ccc(F)c(F)c1F,0.3,-0.7,3.5,16.0
O=C(Nc1nncs1)c1cc(-c2cccc(Br)c2)nc2ccccc12,0.0,-0.8,-3.6,3.3
COc1ccccc1CN1CCN2C(=O)[C@@H](Cc3ccc(O)cc3)NC(=O)[C@H]2C1,-0.1,-1.3,-4.8,13.7
CCN(CC)C(=O)COc1ccc2c(-c3ccccc3)cc(=O)oc2c1C,0.1,1.7,-1.7,3.5
COCC(=O)Nc1ccc(S(=O)(=O)NCCc2ccccc2)cc1,0.2,-0.6,-1.7,-22.7
COc1cccc(N(CC(=O)Nc2ccccc2C(=O)NC(C)C)S(C)(=O)=O)c1,0.2,-1.4,-6.6,17.9
N#C/C(=C\c1cn(CCOc2ccccc2)c2ccccc12)C(N)=O,-0.3,0.0,-16.4,1.0
CNC(=O)c1c[nH]n2c(=O)c(Cc3ccccc3F)c(C)nc12,0.2,1.3,-18.6,3.5
COc1ccccc1C(=O)NCCNc1nc2ccc(C)cc2cc1C#N,0.1,0.3,1.4,2.0
O=c1c2cnn(-c3ccccc3)c2nc(-c2ccco2)n1-c1cccc(Cl)c1,-0.2,1.3,2.3,4.0
N#CC1=C(SCC(=O)Nc2ccccc2)NC(=O)CC1c1cccs1 (stereo not given),0.9,0.0,30.5,28.1
O=C(c1cc(=O)c2ccccc2o1)N1CCC[C@@H]2CN(C/C=C/c3ccccc3)CC[C@H]21,0.1,0.9,-8.4,6.3
O=C(NCCCN1CCOCC1)C(=O)Nc1ccc(Br)cc1F,0.1,-0.3,9.9,-7.7
O=c1oc2ccc([N+](=O)[O-])cc2cc1-c1nnc(Nc2ccc(Oc3ccccc3)cc2)s1,0.6,-0.7,-8.6,0.7
O=C(CN1CCN(S(=O)(=O)c2ccc(F)cc2)CC1)Nc1ccc(Cl)c(C(F)(F)F)c1,0.0,1.1,14.8,1.0

A portion from the list above, for reference:
Compound,FBW7 activator,GPR151 ag,TEAD-YAP inh,MITF primary
COc1ccccc1CN1CCN2C(=O)[C@@H](Cc3ccc(O)cc3)NC(=O)[C@H]2C1,-0.1,-1.3,-4.8,13.7
CCN(CC)C(=O)COc1ccc2c(-c3ccccc3)cc(=O)oc2c1C,0.1,1.7,-1.7,3.5
COCC(=O)Nc1ccc(S(=O)(=O)NCCc2ccccc2)cc1,0.2,-0.6,-1.7,-22.7

Outcome played no part in choosing rows; about 3.5% have a hit in one of these screens.
